# Screening results as filed in PubChem BioAssay.
# pPAFAH inh: pPAFAH enzyme inhibitors, primary screen, biochemical, fluorescence polarization, human; Platelet-activating factor acetylhydrolase (Homo sapiens), Q13093; recombinant pPAFAH, FP-rhodamine probe fluorescence polarization; inhibition, % at 3.39 µM; 330,000 tested, 1.5% active; AID 463082, 2010;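 active = inhibition above the mean inhibition across the screen plus 3 SD, cut at about 25% in these data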;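 also: inhibitors block binding of the rhodamine activity-based probe so polarization drops; 0% = enzyme with DMSO and 100% = wells lacking pPAFAH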
# MCL1 BIM primary: inhibitors of MCL1 binding to BIM-BH3, primary screen, biochemical, fluorescence polarization | Induced myeloid leukemia cell differentiation protein Mcl-1 (Homo sapiens), Q07820 | inhibition, % at 10.9 µM | GST-MCL1 / FITC-Bim-BH3 fluorescence polarization | 320,000 tested, 0.68% active;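 active = inhibition above the mean inhibition of all tested compounds plus 3 SD, set per campaign, cut at about 40% in these data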;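 also: 0% = DMSO wells and 100% = unlabeled Bim-BH3 peptide control; higher means more loss of mP so more displacement of Bim peptide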
# Target sequence (Q07820 whole entry, looked up): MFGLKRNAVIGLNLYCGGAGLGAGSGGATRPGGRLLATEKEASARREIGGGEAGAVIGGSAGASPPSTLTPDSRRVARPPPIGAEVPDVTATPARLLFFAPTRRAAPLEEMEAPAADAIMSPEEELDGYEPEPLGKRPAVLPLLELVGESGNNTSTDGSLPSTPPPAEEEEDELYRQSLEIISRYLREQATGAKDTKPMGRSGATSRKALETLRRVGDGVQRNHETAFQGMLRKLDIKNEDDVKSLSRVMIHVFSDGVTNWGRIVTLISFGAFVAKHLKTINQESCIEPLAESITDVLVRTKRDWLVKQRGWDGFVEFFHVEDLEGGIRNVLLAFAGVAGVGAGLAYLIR
# MEX-5 binding: MEX-5 zinc finger RNA-binding disruptors – biochemical, C. elegans, fluorescence polarization, MLPCN library, primary screen; Zinc finger protein mex-5 (Caenorhabditis elegans), Q9XUB2; MEX-5/FITC-TCR2 RNA binding; hits give low values; activity score (negative = inhibition of binding), % at 10 µM; 300,000 tested, 0.38% active; AID 1832, 2009;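 active = inhibition past about -25% in most replicates, and total fluorescence under double the plate's negative control median, limit read from the data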;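 also: 0% = DMSO and -100% = 5 µM competing unlabeled TCR2 RNA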
# Fam108B inh: mouse Fam108B serine hydrolase inhibitors, primary screen, counter-screen for RBBP9 inhibitor project, biochemical, fluorescence polarization; 300,000 tested, 0.33% active; recombinant Fam108B, FP-Rh probe fluorescence polarization; inhibition, % at 9.51 µM; AID 1947, 2009;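 active = inhibition above the screen mean inhibition plus 3 SD, computed separately per campaign, cut at about 18% in these data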;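 also: inhibitors lower polarization as less probe binds the enzyme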
# PAFAH1B2 FP inh: PAFAH1B2 enzyme inhibitors, primary screen, biochemical, fluorescence polarization, human. Platelet-activating factor acetylhydrolase IB subunit alpha2 (Homo sapiens), P68402. recombinant PAFAH1B2, FP-rhodamine activity probe. inhibition, % at 3.39 µM. 340,000 tested, 1.2% active;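 active = inhibition above the mean of all tested compounds plus 3 SD, cut at about 24% in these data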;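 also: 0% = enzyme with DMSO and 100% = wells lacking PAFAH1B2; many of its hits are not listed in these tables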
# Target sequence (P68402 whole entry, looked up): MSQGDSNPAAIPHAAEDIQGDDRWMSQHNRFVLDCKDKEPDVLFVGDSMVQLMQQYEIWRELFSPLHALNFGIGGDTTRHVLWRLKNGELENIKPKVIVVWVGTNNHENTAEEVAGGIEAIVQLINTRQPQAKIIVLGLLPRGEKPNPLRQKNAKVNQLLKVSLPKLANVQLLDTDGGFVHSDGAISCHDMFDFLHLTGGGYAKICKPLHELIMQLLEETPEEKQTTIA
# PME-1 primary: PME-1 inhibitors via competitive probe labeling, primary screen, biochemical, fluorescence polarization, FP-Rh probe, HTS; Protein phosphatase methylesterase 1 (Homo sapiens), Q9Y570; recombinant PME-1; inhibition, % at 5.9 µM; 320,000 tested, 0.53% active; AID 2130, 2009;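 active = inhibition above the campaign mean of all compounds plus 3 SD, cut at about 26% in these data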;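 also: competitive labeling of PME-1 active site by serine hydrolase directed probe; 0% = PME-1 with DMSO and 100% = wells lacking PME-1 enzyme; inhibitors block probe labeling so polarization falls and inhibition rises; many of its hits are not listed in these tables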
# Target sequence (Q9Y570 whole entry, looked up): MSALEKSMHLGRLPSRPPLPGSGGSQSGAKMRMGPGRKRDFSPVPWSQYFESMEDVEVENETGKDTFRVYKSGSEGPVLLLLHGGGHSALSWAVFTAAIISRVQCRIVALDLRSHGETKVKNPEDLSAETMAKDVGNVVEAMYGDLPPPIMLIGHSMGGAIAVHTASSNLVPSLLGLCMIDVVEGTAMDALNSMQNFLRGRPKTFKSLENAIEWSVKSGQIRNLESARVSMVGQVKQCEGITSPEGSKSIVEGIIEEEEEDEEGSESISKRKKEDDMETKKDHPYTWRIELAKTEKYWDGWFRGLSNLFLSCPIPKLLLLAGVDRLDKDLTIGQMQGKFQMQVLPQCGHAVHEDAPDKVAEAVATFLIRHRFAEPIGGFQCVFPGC
# GLD-1 TGE inh: GLD-1/TGE RNA complex disruptors, primary screen, biochemical, fluorescence polarization. Female germline-specific tumor suppressor gld-1 (Caenorhabditis elegans), Q17339. 320,000 tested, 0.44% active. AID 2280, 2010. inhibition, % at 5.96 µM. purified GLD-1 + fluorescein TGE RNA;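 active = percent inhibition above a per-plate cutoff, the plate mean of test compounds plus 3 SD, cut at about 30% in these data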;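 also: 0% = DMSO wells with GLD-1 and probe and 100% = wells lacking GLD-1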
# AHR act: AHR activators, primary screen, cell-based, luminescence, luciferase reporter, human; Aryl hydrocarbon receptor (Homo sapiens), P35869; AHR-responsive luciferase reporter cells; activation, % at 5 µM; 320,000 tested, 2.5% active; AID 2796, 2010; in the data active = activation above about 47%;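 also: 0% = vehicle wells and 100% = reference agonist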
# Bcl-xL primary: inhibitors of human Bcl-xL, primary screen, biochemical, fluorescence polarization, HTS. AID 2129, 2009. Bcl-2-like protein 1 (Homo sapiens), Q07817. inhibition, % at 10.9 µM. GST-Bcl-xL / FITC-Bim BH3 peptide fluorescence polarization. 320,000 tested, 0.7% active;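 active = inhibition above the mean of all tested compounds plus 3 SD, cutoff set per campaign, cut at about 30% in these data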;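 also: 0% = DMSO wells and 100% = unlabeled Bim-BH3 peptide competitor; inhibitors lower millipolarization by displacing the labeled peptide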
# Active calls of the source: *; · = not tested or not shown. Some of the compounds tested; count on the stated rates, not on these rows.
SMILES,pPAFAH inh,MCL1 BIM primary,MEX-5 binding,Fam108B inh,PAFAH1B2 FP inh,PME-1 primary,GLD-1 TGE inh,AHR act,Bcl-xL primary
COc1cc(C(O)P(=O)(OC2CCCCC2)c2ccc(N(C)C)cc2)cc(OC)c1OC (stereo unspecified),-1,8,1.0,0,-1,-1,1,2,6
Cc1ccc(-c2c(C(=O)N/N=C/C3CCCCC3)nnn2-c2nonc2N)cc1,-1,6,1.0,1,2,-9,2,1,4
O=C(O)C1CC(=O)N(c2ccc(OCc3ccccc3)cc2)C1 (stereo unspecified),-1,8,0.5,2,7,2,7,3,3
CCOC(=O)c1ccc(NC(=O)CCc2nc(-c3ccc(Cl)cc3)no2)cc1,-5,5,-1.1,-5,-1,-8,4,3,3
CC1CCN(C(=O)CN2C(=O)NC(c3ccccc3)(c3ccccc3)C2=O)CC1,-2,3,·,·,1,9,-6,0,0
Cc1ccc(NC(=O)CCn2c(=O)[nH]c3ccsc3c2=O)cc1,5,-1,0.7,-1,3,0,2,-7,3
COc1cc2ccccc2cc1C(=O)Nc1ccccc1Cl,5,-2,-0.8,-4,1,2,-8,53*,3
O=[N+]([O-])c1ccc2nc(CN3CCCCC3)[nH]c2c1,3,6,-1.2,-2,6,1,-9,1,5
O=C(Nc1nnc(S(=O)(=O)N2CCN(c3ccc(F)cc3)CC2)s1)c1ccco1,12,14,-1.7,3,2,-7,7,2,8
C/C=C/Cn1c(Br)nc2c1c(=O)n(C)c(=O)n2C,-1,1,-1.5,0,-2,2,-9,-3,6
O=c1[nH]c(N/N=C/c2cc3c(cc2[N+](=O)[O-])OCO3)nc2ccccc12,2,-13,1.9,-1,2,2,3,9,-13
CC(NC(=O)c1ccc(Cl)cc1)c1nnc(SCc2ccc([N+](=O)[O-])cc2)n1C (stereo unspecified),-1,1,2.2,4,2,-1,3,-1,-2
CS(=O)(=O)c1ccc(C(=O)Nc2cc(S(C)(=O)=O)ccc2Cl)cc1,1,15,0.9,-4,5,-4,0,-4,6
COc1ccc(C(=O)/C=C/N2CCCCC2)cc1OC,4,-4,3.2,4,8,6,-2,0,4
O=C(CSc1ccccc1)N(c1ccc(Br)cc1)c1nccs1,3,14,1.3,-3,8,1,7,13,2
CC(NC(=O)C(NS(=O)(=O)c1cccs1)C(C)C)c1ccc(S(N)(=O)=O)cc1 (stereo unspecified),0,9,·,·,0,4,-2,-1,4
COc1cc(CNCCc2ccc(S(N)(=O)=O)cc2)ccc1OCc1ccc(Cl)cc1,3,-1,0.9,-1,12,-4,3,-5,-1
Cc1cc(C)n(C(=O)CCCCCC(=O)n2nc(C)cc2C)n1,1,-5,0.9,0,6,2,-4,-1,0
CCOc1ccc(C(=O)NCc2ccccc2OC)cc1,-4,1,2.7,2,4,-2,2,4,2
Fc1cccc(CN2CCN(Cc3nc(-c4cnccn4)no3)CC2)c1,4,1,1.1,-3,-4,-1,2,-1,4
CCN(CC)C(=O)CSc1nc2ccccc2c(=O)n1CC,2,-2,·,9,6,1,2,26,3
CN(C)CC(O)CN(c1ccccc1)c1ccccc1 (stereo unspecified),-3,8,-1.6,-2,·,4,-4,-2,2
CCNC(=O)c1ccc(-n2nc(C)cc2-c2ccccc2)cc1,13,-4,-3.0,2,3,-2,2,0,3
COCCCN1CC(=O)N2C(c3ccc(C)cc3)c3[nH]c4ccccc4c3C[C@H]2C1=O (stereo partly specified),5,-1,0.3,0,5,-5,4,14,2
Cc1cc(C)c(NC(=O)COC(=O)Cn2nc(-c3ccccc3)oc2=O)c(C)c1,0,·,·,·,3,·,5,0,·
O=C(Nc1cc(N2CCCCC2)ncn1)c1ccccc1,2,-4,3.6,-1,4,1,2,-6,5
Cc1cc(N/C=C/C(=O)c2cccs2)ccc1F,4,-9,-0.3,1,4,-4,-7,31,-3
FC(F)(F)c1ccccc1NC(=S)NN1CCOCC1,1,5,3.6,3,-2,6,0,-1,0
Cc1nnsc1SCCNC(=O)Nc1ccc(Cl)cc1,-6,-7,-1.5,-4,-1,-5,1,10,3
Cc1c(OCC(=O)N2CCC[C@@H]2C(=O)O)ccc2c3c(c(=O)oc12)CCC3,1,2,0.1,2,2,4,3,0,3
O=C(NN=C1C2CC3CC1CC(Cl)(C3)C2)c1ccccn1,2,2,-19,6,5,-4,1,7,4
O=C(COC(=O)c1ccccc1Br)NCc1cccs1,0,·,·,·,13,·,2,-1,·
CC(C)Cc1nnc(NC(=O)CCC(=O)N2CCN(c3ccc(Cl)cc3)CC2)s1,6,-4,0.0,-1,11,-3,-2,-3,3
CC(=O)NC(=C(Cl)Cl)S(=O)(=O)c1ccccc1,3,-4,-1.2,4,-2,5,0,1,8
O=C(CN1C(=O)/C(=C\c2cccc(Br)c2)Oc2ccccc21)NCC1CCCO1 (stereo unspecified),1,-10,3.3,-14,-4,-1,-11,6,-2
O=C(O)C1CC=CCC1C(=O)N1CCCC1 (stereo unspecified),-3,2,-2.5,6,7,-10,7,0,2
COc1ccccc1N1CCN(C(=O)CN(c2ccccc2OC)S(=O)(=O)c2ccccc2)CC1,1,-8,-1.2,3,3,6,4,5,5
COC(=O)c1ccccc1NC(=O)/C=C/c1ccco1,6,11,1.8,-1,2,2,-2,8,10
CC(C)C(=O)NC(C)C(c1cccs1)N1CCOCC1 (stereo unspecified),-1,-3,1.1,0,4,2,3,1,-4
Cc1ccc(S(=O)(=O)Nc2ccc(-n3c(C)nc4ccccc4c3=O)cc2)cc1,10,7,2.5,1,8,8,7,2,6
N#C/C(=C\c1ccc(F)cc1)c1n[nH]c(Cn2cncn2)n1,-1,2,1.4,-4,1,4,-3,18,1
CC(=O)c1ccccc1OCCCCN1CCCCC1,4,1,-3.3,3,1,2,6,-5,1
CSc1ccc(/C=N/N2CCN(Cc3ccc(C)cc3C)CC2)cc1,2,-12,0.8,6,1,0,-3,1,-5
CC(=O)Nc1ccc(SC[C@H](CC(C)C)N2CCN(CC(C)C)CCC2=O)cc1,1,13,-0.4,0,1,4,0,8,5
CCCCCn1c(CCCNC(=O)CC)nc2ccccc21,-1,2,-0.5,1,2,-3,0,1,7
CC(C)(C)NCC(O)COc1ccccc1C(C)(C)C (stereo unspecified),1,4,0.7,1,-2,1,3,0,2
CCOc1cc(-c2nccc3cc(OC)c(OC)cc23)cc(OCC)c1OCC,7,7,1.6,0,2,-3,1,15,-2
NCCc1nnc(SCC(=O)Nc2cccc(Cl)c2)o1,6,12,-0.3,0,6,6,12,2,5
CCC/C=N/NC(=O)CNC(=O)c1ccccc1Cl,4,8,0.2,4,-9,1,-15,3,-1
CSCCC(NC(=O)c1cccc(S(=O)(=O)N2CCOCC2)c1)C(=O)Nc1cccc(C)c1 (stereo unspecified),-1,4,-0.4,1,2,3,3,9,1
Nc1nnc(-c2cccc([N+](=O)[O-])c2)o1,0,-1,0.9,-8,9,5,1,0,-2
COc1ccc(S(=O)(=O)CC(=O)c2cc3cc(Br)ccc3oc2=O)cc1,37*,9,0.8,-2,18,3,3,5,7
CN1CCN(c2ccc([N+](=O)[O-])c(-n3nc(-c4ccccc4)c4ccccc4c3=O)c2)CC1,7,-8,-1.3,5,9,3,-1,10,4
CC(C)C[C@H](N)C(=O)N1CCC(C(=O)N[C@H](C(=O)NCc2ccc(F)cc2)C(C)C)CC1,2,3,-2.1,-1,0,2,0,0,-3
COCCn1nnnc1C(CC(C)C)N1CCN(c2ccccc2)CC1 (stereo unspecified),7,9,0.0,1,3,-8,8,-2,5
CCN1CCCC1CN(Cc1cc2c(C)cc(C)cc2[nH]c1=O)C(=O)NC1CCCCC1 (stereo unspecified),3,-1,1.7,3,0,-5,-10,2,1
CCCn1c(S(=O)(=O)O)nc2ccccc21,1,0,3.2,1,-3,0,-3,-2,0
O=C(Nc1ccc(F)c(Cl)c1)c1cccnc1,4,7,0.2,0,4,-3,-2,15,4
O=C(CN1C(=O)S/C(=C\c2ccccc2Cl)C1=O)NCCCn1ccnc1,3,12,2.5,5,8,0,2,3,2
COc1cccc(-c2nc(CS(=O)(=O)CC(=O)NCCCN3CC(C)CC(C)C3)c(C)o2)c1 (stereo unspecified),1,2,1.8,2,5,-11,10,2,3

# (further entries)
SMILES,pPAFAH inh,MCL1 BIM primary,MEX-5 binding,Fam108B inh,PAFAH1B2 FP inh,PME-1 primary,GLD-1 TGE inh,AHR act,Bcl-xL primary
COc1cc(Cl)c(C)cc1NC(=O)COC(=O)C1=NN(c2ccccc2)C(=O)CC1,12,·,·,·,3,·,0,8,·
Cc1ccccc1-c1nc(CN2CCC(C(=O)NCc3ccco3)CC2)c(C)o1,8,4,1.0,1,1,4,2,-5,7
Cc1ccc(C(C#N)c2ccc3c(C(F)(F)F)cc(C(F)(F)F)nc3n2)cc1 (stereo unspecified),1,-2,0.1,3,6,4,5,29,1
COc1ccc(NS(=O)(=O)c2ccc(NC(=S)NC(=O)C(C)C)cc2)cc1,17,1,·,-5,0,14,4,1,0
O=C(c1cc2nc(-c3ccco3)cc(C(F)(F)F)n2n1)N1CCN(c2ccc(F)cc2)CC1,7,5,·,0,2,3,2,-1,5
CC1(C)Cc2c(sc3c2c(N)nc(=S)n3Cc2ccc(Br)cc2)CO1,3,-6,-0.6,-1,-2,1,7,0,-2
Cc1nnc(OCC(=O)NCCC2=CCCCC2)c2ccccc12,-1,2,-1.0,-1,8,-1,11,-5,3
Cc1[nH]c2ccccc2c1C(=O)CSc1nc2ccccc2[nH]1,-5,2,-2.0,-5,-1,-14,2,28,7
O=C(Nc1ccc(C(=O)NCCCN2CCN(c3ccccc3)CC2)cc1)C1=CSCCO1,5,11,-1.0,1,3,-5,4,3,9
Cc1ccc(C)c(NC(=O)c2cc(-c3cc(C)ccc3O)n[nH]2)c1,-8,-12,-0.1,-9,4,4,3,0,-2
CCOc1cc(/C=C\[N+](=O)[O-])ccc1OCC(=O)N1CCOCC1,-4,2,-1.0,-2,-1,-4,-7,1,2
C/C(CC(=O)Nc1ccc(C)c(Cl)c1)=N\NC(=O)Cc1ccccc1,-2,-1,5.0,-1,2,-8,0,7,1
COc1ccc(C(=O)OCC(=O)NCCN2C(=O)CSC2=O)cc1[N+](=O)[O-],0,·,·,·,-1,·,-4,0,·
Ic1ccc(N2CCN(Cc3c[nH]c4ncccc34)CC2)cc1,-3,-14,·,0,5,-2,2,3,1
O=C(Nc1ccccc1C(=O)N1CCNCC1)c1ccco1,-2,0,-4.0,-8,·,-5,2,2,-4
c1ccc(C(Cc2nc(-c3ccncc3)no2)c2ccccc2)cc1,8,2,-1.0,-1,2,-2,2,-3,-3
O=C(CN1CC(=O)Oc2ccccc21)NCc1ccco1,4,10,-1.0,-1,2,1,2,16,10
C(#CC1CCCC1)c1ccc2c(c1)COc1c3ccccc3nn1-2,1,-20,-2.7,-9,4,-1,-8,13,-13
